Screening results from PubChem BioAssay.
M1 PAM = human M1 muscarinic receptor positive allosteric modulators, primary screen, CHO-K1 cells, Fluo-8 calcium fluorescence, 1536-well; Muscarinic acetylcholine receptor M1 (Homo sapiens), P11229; CHO-K1 hM1, ACh EC20; 0% = ACh EC20, 100% = maximal ACh; activation, % at 3 µM; 360,000 tested, 0.088% active; in the data active = activation above about 19%, passing the limit was not always enough
TAAR1 ag = human TAAR1 agonists, primary screen, Fluo-8 calcium fluorescence, CHO RD-HGA16 cells; Trace amine-associated receptor 1 (Homo sapiens), Q96RJ0; vehicle wells 0%, saturating PEA agonist 100%; activation, % at 3 µM; 360,000 tested, 0.99% active;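 active = activation above the mean activation of all test compounds in the run plus 3 SD, cut at about 38% in these data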
Target sequence (Q96RJ0 whole entry, looked up): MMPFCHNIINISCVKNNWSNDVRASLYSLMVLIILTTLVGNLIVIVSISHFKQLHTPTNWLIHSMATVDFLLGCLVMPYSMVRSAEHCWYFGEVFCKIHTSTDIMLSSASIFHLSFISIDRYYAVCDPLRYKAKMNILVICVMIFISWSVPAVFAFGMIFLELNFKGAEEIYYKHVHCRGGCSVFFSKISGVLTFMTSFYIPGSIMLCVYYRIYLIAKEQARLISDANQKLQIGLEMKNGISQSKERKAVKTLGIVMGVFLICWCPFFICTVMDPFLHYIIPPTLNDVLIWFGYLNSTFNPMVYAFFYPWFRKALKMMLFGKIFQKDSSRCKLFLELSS
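Test system: RD-HGA16 (CHO) cells co-expressing Gα16 and hTAAR1 / Benchmarks: DMSO vehicle as 0%, PEA at EC100 as 100% / Repeats: no replicates (n 1) / Measure: % activation from peak over basal fluorescence ratio, DMSO-to-PEA scaled / Timing: 17-24 h plating, Fluo-8 75 min 37 °C, 30 min RT / Technique: kinetic Fluo-8 calcium fluorescence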
TAAR1 antagonist = human TAAR1 antagonists, primary screen, Fluo-8 calcium fluorescence, CHO RD-HGA16 cells; inhibition, % at 3 µM; 360,000 tested, 1.5% active; antagonist; Trace amine-associated receptor 1 (Homo sapiens), Q96RJ0;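 active = inhibition above a per-plate cutoff, the mean inhibition of test compounds on that plate plus 3 SD, cut at about 49% in these data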;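 also: 0% = DMSO plus EC80 beta-PEA response and 100% = DMSO alone without agonist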
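Test system: RD-HGA16 CHO cells with stable hTAAR1 and Gα16 / Probe or stimulus: EC80 β-phenethylamine stimulus / Times: seeding 17-24 h prior, 75-min 37 °C, 30-min RT dye loading / Detection: Fluo-8 calcium-sensitive fluorescence / Read-out basis: % inhibition scaled between DMSO and EC80 PEA controls / Repeats: singlicate, one well per test compound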
V1aR counter = agonists of human V1a receptor, primary screen, counter-screen for OXTR agonist project, fluorescence, CHO-V1R cells; Vasopressin V1a receptor (Homo sapiens), P37288; Fluo-8 calcium fluorescence, agonist mode; 0% DMSO, 100% 3 nM vasopressin; activation, % at 3 µM; 320,000 tested, 0.25% active;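 active = activation above the mean activation of all tested compounds plus 3 SD, per screening run, cut at about 20% in these data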;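 also: signal is peak over basal fluorescence ratio across a 100 second FLIPR read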
Target sequence (P37288 whole entry, looked up): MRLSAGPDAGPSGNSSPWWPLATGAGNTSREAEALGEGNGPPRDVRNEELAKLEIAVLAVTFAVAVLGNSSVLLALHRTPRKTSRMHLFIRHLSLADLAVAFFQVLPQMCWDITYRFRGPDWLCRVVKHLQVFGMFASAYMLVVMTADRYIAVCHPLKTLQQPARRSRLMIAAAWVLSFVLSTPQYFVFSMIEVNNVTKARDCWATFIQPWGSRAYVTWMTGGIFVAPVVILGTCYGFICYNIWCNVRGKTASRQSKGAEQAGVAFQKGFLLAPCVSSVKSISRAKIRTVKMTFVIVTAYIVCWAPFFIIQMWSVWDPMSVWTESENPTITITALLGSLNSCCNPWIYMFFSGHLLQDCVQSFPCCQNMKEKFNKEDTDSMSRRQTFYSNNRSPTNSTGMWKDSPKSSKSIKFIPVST
CHO parental Ca = ATP-evoked calcium signal inhibitors, parental CHO, primary screen, counter-screen for OX1R antagonist project, cell-based, fluorescence, Fluo-8 calcium dye | parental CHO-K1, ATP-induced calcium, Fluo-8 fluorescence | inhibition, % at 5.6 µM | 330,000 tested, 0.63% active;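 active = inhibition above that plate's mean sample inhibition plus 3 SD, cut at about 26% in these data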;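 also: 0% = ATP-challenged DMSO wells and 100% = DMSO wells without ATP; some compounds past the cut are filed as inactive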
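Assay system – parental CHO cells · Reagent – ATP stimulus · Detection – intracellular calcium via Fluo-8 no-wash fluorescent dye · Evaluation – percent inhibition of ATP-evoked calcium rise, normalized to controls · Controls – ATP wells versus no-ATP DMSO wells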
M1 ag = human M1 muscarinic receptor agonists, primary screen, Fluo-8 calcium fluorescence, CHO-K1 cells, HTS; Muscarinic acetylcholine receptor M1 (Homo sapiens), P11229; CHO-K1 hM1, agonist mode; 0% DMSO, 100% acetylcholine EC100; activation, % at 3 µM; 360,000 tested, 0.33% active; AID 588814, 2011;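 active = activation above the run's mean compound activation plus 3 SD, cut at about 16% in these data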;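 also: peak over basal fluorescence ratio within a 140 s kinetic read after compound addition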
OXTR potentiator = human OXTR potentiators, primary screen, fluorescence, CHO-OTR cells, Fluo-8 calcium | AID 2445, 2010 | activation, % at 3 µM | Fluo-8 calcium fluorescence, potentiator mode; 0% = oxytocin EC15, 100% = EC100 | 320,000 tested, 0.061% active;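 active = activation above that plate's cutoff, the mean activation of tested compounds plus 3 SD, cut at about 6.6% in these data, passing the limit was not always enough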;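 also: 100% uses oxytocin at 75 nM as the full agonist control; some results filed as inactive read as strong as hits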
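Material: CHO-OTR cells, human receptor; compound dosing: single dose, 3.0 µM nominal final compound concentration; schedule: 6 min compound pre-incubation at room temperature, 100 s kinetic read; measured by: kinetic Fluo-8 calcium fluorescence; read-out basis: % activation vs EC15 and EC100 oxytocin; controls: EC15 oxytocin alone as 0%, 75 nM oxytocin as 100%; replicates: singlicate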
M1 antag = human M1 muscarinic receptor antagonists, primary screen, CHO-K1 cells, Fluo-8 calcium fluorescence, 1536-well; CHO-K1 hM1, ACh EC80 antagonist; inhibition, % at 3 µM; 360,000 tested, 1.3% active;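 active = percent inhibition above its own plate's cutoff, namely the mean of that plate's compound wells plus 3 SD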;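 also: peak over basal fluorescence ratio during 140 s after agonist addition; 0% = ACh EC80 plus DMSO and 100% = DMSO alone without agonist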
OXTR agonist = human OXTR agonists, primary screen, fluorescence, CHO-OTR cells, Fluo-8 calcium; Oxytocin receptor (Homo sapiens), P30559; Fluo-8 calcium fluorescence; normalized: DMSO 0%, oxytocin 100%; activation, % at 3 µM; 320,000 tested, 0.32% active; AID 2435, 2010;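 active = activation above the mean of all tested compounds plus 3 SD, cutoff set per screening run, cut at about 20% in these data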;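 also: peak over basal fluorescence ratio from a 100 s FLIPR kinetic read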
Active calls of the source: *; . = no result given.

SMILES	M1 PAM	TAAR1 ag	TAAR1 antagonist	V1aR counter	CHO parental Ca	M1 ag	OXTR potentiator	M1 antag	OXTR agonist
CC1(C(=O)Nc2ccc3c(c2)OCO3)CCN1C(=O)c1ccco1 (configuration not stated)	8	1	-11	.	.	0	.	-11	.
CCn1c2ccccc2c2cc(NC(=O)c3cc(OC)cc(OC)c3)ccc21	1	-1	-8	-0.5	-15	-6	-5	-1	-0.6
O=C(CCCC(=O)N(CC(=O)NC1CCCCC1)Cc1ccco1)Nc1ccccn1	7	-1	-1	-0.6	-13	-4	4	0	-1.5
CCN(CC)CCNC(=O)c1nn(-c2ccc(Cl)cc2)c2c1CCc1cc(OC)ccc1-2	-4	28	-25	.	.	-5	.	-2	.
Cc1cccc(NC(=O)CSCC(=O)Nc2cc(S(=O)(=O)N3CCOCC3)ccc2N2CCCC2)c1	4	-1	-2	-0.5	-12	-4	-11	-10	-1.5
COc1cccc(-c2cc(C(F)(F)F)nc(-n3cc(Cl)cn3)n2)c1	8	2	-10	1.1	-31	-1	-12	-2	-0.8
O=C(COC(=O)c1ccco1)c1ccc2ccccc2c1	-1	2	-3	0.5	9	-2	-6	-16	-1.3
O=C(CN1C(=O)NC2(CCCC2)C1=O)Nc1ccccc1N1CCCCC1	0	1	-15	-1.1	-12	-3	-10	0	-2.1
CC(=O)NC(NC(=S)Nc1ccc(C)cc1C)C(Cl)(Cl)Cl (configuration not stated)	7	0	-8	-0.1	-3	-3	-30	-6	0.6
CC1CCCN(C(=O)C2CCN(CCCc3ccccc3)CC2)C1 (configuration not stated)	.	-2	-9	0.1	-27	.	-9	.	1.3
COC(=O)[C@H](Cc1ccccc1)NC(=O)Cn1cnc(C(=O)Nc2ccc(C)c(C)c2)n1	0	4	-24	.	-18	-1	.	-2	.
O=C(CSc1ccc2nnc(CCNC(=O)c3ccc(F)cc3)n2n1)NCC1CCCO1 (configuration not stated)	5	0	-13	-0.4	2	-4	-3	-6	-0.5
O=C(Nc1nc(-c2ccncc2)cs1)c1ccco1	0	7	21	-0.1	-5	-4	-13	3	-1.0
CC1CCCCC1NS(=O)(=O)CCNC(=O)c1ccc2c(c1)OCO2 (configuration not stated)	2	1	0	1.0	-16	-2	2	-3	0.1
c1ccc(-n2ncc3c(NCc4ccco4)ncnc32)cc1	3	0	-4	0.0	4	-3	-5	-29	-0.9
Cc1cccc2c(=O)cc(C)n(CC(=O)N3CCOCC3)c12	7	1	12	1.9	-10	-3	-8	-33	1.5
COc1ccc(OC)c(NC(=O)CC2SC(=Nc3ccc(F)cc3)N(CCC3=CCCCC3)C2=O)c1 (configuration not stated)	-2	1	2	0.1	-24	-5	-3	0	-0.9
NC(=O)c1nn(-c2ccccc2)c(=O)cc1O	5	1	-5	0.5	-4	-1	-1	-9	0.5
O=C(CCCCCNC(=S)Nc1ccccc1)C[N+](=O)[O-]	8	0	-16	1.0	-5	-5	1	1	-0.3
C=C(C)[C@@H]1CC=C(CN2CCN(Cc3ccccc3)CC2)CC1	-31	11	-32	-0.2	-16	-11	0	38*	-0.9
CC1(C)Cc2ccccc2C2=C(C(=O)N3CCCCCC3)C(=O)C(=O)N21	10	9	9	1.1	6	1	-8	-7	0.3
COc1cc(C(O)c2nc(/C=C/c3ccccc3)cs2)ccc1F (configuration not stated)	-5	0	4	.	.	-2	.	2	.
O=C(CN1C(=O)C2CC=CCC2C1=O)Nc1ccc(Br)cc1 (configuration not stated)	-5	3	6	0.0	-19	-1	-3	18	-0.4
COc1cc(CNC(=O)OCC(C)C)cc(OC)c1OC	8	3	3	-0.1	-7	-3	-9	-13	-0.4
COc1ccc2nc(NC(=O)c3cccnc3SC)sc2c1	1	3	4	0.4	-11	-5	-14	2	-1.1

Exported field by field: entries from further up.
O=C(CN1C(=O)NC2(CCCC2)C1=O)Nc1ccccc1N1CCCCC1
  M1 PAM = 0	TAAR1 ag = 1	TAAR1 antagonist = -15	V1aR counter = -1.1	CHO parental Ca = -12	M1 ag = -3	OXTR potentiator = -10	M1 antag = 0	OXTR agonist = -2.1

CC(=O)NC(NC(=S)Nc1ccc(C)cc1C)C(Cl)(Cl)Cl (configuration not stated)
  M1 PAM = 7	TAAR1 ag = 0	TAAR1 antagonist = -8	V1aR counter = -0.1	CHO parental Ca = -3	M1 ag = -3	OXTR potentiator = -30	M1 antag = -6	OXTR agonist = 0.6

CC1CCCN(C(=O)C2CCN(CCCc3ccccc3)CC2)C1 (configuration not stated)
  M1 PAM = .	TAAR1 ag = -2	TAAR1 antagonist = -9	V1aR counter = 0.1	CHO parental Ca = -27	M1 ag = .	OXTR potentiator = -9	M1 antag = .	OXTR agonist = 1.3

COC(=O)[C@H](Cc1ccccc1)NC(=O)Cn1cnc(C(=O)Nc2ccc(C)c(C)c2)n1
  M1 PAM = 0	TAAR1 ag = 4	TAAR1 antagonist = -24	V1aR counter = .	CHO parental Ca = -18	M1 ag = -1	OXTR potentiator = .	M1 antag = -2	OXTR agonist = .

A few values from the results shown.
Under V1aR counter, `CCn1c2ccccc2c2cc(NC(=O)c3cc(OC)cc(OC)c3)ccc21` is listed with -0.5
Under M1 antag, `CC1(C)Cc2ccccc2C2=C(C(=O)N3CCCCCC3)C(=O)C(=O)N21` is listed with -7
Under M1 PAM, `COc1cccc(-c2cc(C(F)(F)F)nc(-n3cc(Cl)cn3)n2)c1` is listed with 8
Under OXTR potentiator, `CC1CCCCC1NS(=O)(=O)CCNC(=O)c1ccc2c(c1)OCO2` (configuration not stated) is listed with 2
Under OXTR agonist, `c1ccc(-n2ncc3c(NCc4ccco4)ncnc32)cc1` is listed with -0.9
Under TAAR1 ag, `Cc1cccc2c(=O)cc(C)n(CC(=O)N3CCOCC3)c12` is listed with 1

Other records.
SMILES	M1 PAM	TAAR1 ag	TAAR1 antagonist	V1aR counter	CHO parental Ca	M1 ag	OXTR potentiator	M1 antag	OXTR agonist
Cc1cc(Nc2ccccc2)n(-c2ccc(C(=O)O)cc2)n1	6	6	6	0.0	0	-3	-7	-8	0.6
CC1=NN(c2ccc(C(=O)O)cc2)C(=O)CC1	2	0	-8	1.0	-5	-1	-1	-14	0.3
COc1cc(-c2nnc(SCC(=O)Nc3ccc(C(=O)O)cc3)o2)cc(OC)c1OC	13	3	9	1.9	-5	-1	3	-15	0.9
COc1ccc(C2CC(c3ccc(OC)cc3)n3nc(NC(=O)c4cccs4)nc3N2)cc1 (configuration not stated)	3	15	1	0.1	2	-9	-7	-4	-0.6
COc1ccc(C)cc1S(=O)(=O)N1CCCC(N2CCOCC2)C1 (configuration not stated)	12	6	-21	.	.	-5	.	-25	.
COc1ccc(C(=O)Nc2cc(S(=O)(=O)N3CCCCC3)ccc2OC)cc1	2	9	-8	-0.1	-18	-2	-4	-3	-1.3
O=C(N=NC(=O)c1ccc2c(O)n(C3CCCCC3)c(O)c2c1)c1cccnc1	-6	13	-7	1.1	-10	-1	-8	14	1.4
O=[N+]([O-])c1ccccc1S(=O)(=O)Nc1cccc2cccnc12	.	4	-26	-0.5	15	.	1	.	-0.9
CC(C)(O)C#Cc1ccc(C(=O)N2CCCC(CCC(=O)NCc3ccccc3F)C2)cc1 (configuration not stated)	8	0	12	2.0	-10	-2	-5	-9	1.4
Cc1cc2cc3c(=O)[nH]c(=O)cc-3n(CC(O)C(O)C(O)CO)c2cc1C (configuration not stated)	7	2	-4	.	.	-4	.	-10	.
COc1ccc(S(=O)(=O)Nc2ccc(-n3cnnn3)cc2)cc1[N+](=O)[O-]	-4	3	-3	-0.3	-15	-4	-4	10	0.8
O=C(CCN1c2ccccc2Sc2ccccc21)OCc1nnc(-c2ccccc2)o1	0	3	27	0.1	-8	-5	-8	5	-1.1
Cc1sc2ncnc(Nc3ccc(O)cc3)c2c1C	1	-2	-1	-0.2	-14	-5	8	-18	-1.6
COc1cc(OC)cc(-c2noc([C@H]3C[C@H](O)[C@@H](CO)O3)n2)c1	5	4	-24	.	.	-2	.	-7	.
O=C1COc2ccc(C(=O)CSc3nnc(Cc4cccs4)n3-c3ccccc3)cc2N1	6	14	21	0.3	-15	-3	-5	3	-0.2
CC(C)(C)c1ccccc1OCCCCCn1ccnc1	-12	5	-3	-0.8	-15	-6	-17	16	-2.0
CC(C)C[C@H]1CN=C(Nc2ccccc2)N1CCc1ccc(F)cc1	-32	119*	104*	59*	57*	50*	-18	25	44*
CCCCN1C(=O)c2ccc(C(=O)NC3=NCCS3)cc2C1=O	0	15	-14	3.8	-21	-2	-3	-17	0.3
O=C1c2cccnc2-c2ncccc21	11	1	1	0.2	-2	-1	-3	-16	1.4
CC1(C)c2[nH]c3ccccc3c2C[C@@H]2C(=O)N(Cc3ccccc3)C(=O)N21	-2	16	26	0.4	-11	1	-8	5	2.1
Nc1nc(-c2ccc(Cl)cc2)cc(C(F)(F)F)n1	-17	4	8	-1.1	39*	-2	5	23	-0.7
COc1ccc(/C=N/NC(=O)c2sccc2C)c2ccccc12	3	6	-4	-0.4	14	-3	-8	-9	-1.1
CCOc1ccc(NS(=O)(=O)c2ccc(C(=O)NNC(=O)c3ccccc3O)cc2)cc1	15	17	11	1.7	17	6	-11	-13	1.9
COc1cccc(CNc2cnc3ccccc3c2)c1O	-9	9	7	12	11	4	-14	8	16
COc1cc(OC)nc(/N=C/NO)n1	2	0	-5	0.5	-1	-1	0	-6	0.3
O=C(CSc1nnnn1-c1ccccc1)NC(=O)NCc1ccco1	1	-1	-25	1.2	7	-1	-2	-9	-0.4
